influenza NS1A = H1N1 influenza NS1A inhibitors, functional cell based assay (AID 504329) | NS1A functional cell-based assay, percent inhibition; higher % means a stronger effect | actives 0.3% (n = 340,000) | inhibition, % at 12.5 µM; hits with a dose series show IC50 in µM; in the data active means a potency from the dose series; inconclusive means inhibition above about 27% without an active follow-up result; further: strong numbers were not always called active
M. tuberculosis HTS = M. tuberculosis growth inhibition, HTS (AID 449762); inhibition, % at 25 µM, or IC50 in µM where a hit was titrated; actives 0.59% (n = 330,000); M. tuberculosis H37Rv growth inhibition, 7H9 media; higher % means a stronger effect; in the data active means a potency from the dose series; inconclusive means inhibition above about 70% without an active follow-up result;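 further: bacterial growth assessed after seven days of incubation; strong numbers were not always called active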
Salmonella PhoP GFP = PhoP regulon inhibitors, Salmonella typhi PhoP promoter GFP reporter, confirmatory (AID 1850); Salmonella Typhi PhoP-promoter GFP reporter, fluorescence, 4 h; higher % means a stronger effect; inhibition, % at 50 µM; hits with a dose series show IC50 in µM; actives 0.33% (n = 310,000); in the data active means a potency from the dose series; inconclusive means inhibition mostly from about 25% at the one dose, without a potency; inactive means the rest, 99 in 100 with inhibition below about 19%;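 further: 0% = induced wells with vehicle and 100% = uninduced wells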
tuberculosis growth = growth inhibition of non-replicating M. tuberculosis (AID 488890) | Mycobacterium tuberculosis non-replicating, growth inhibition; higher % means a stronger effect | one-dose inhibition, % at 25 µM; IC50 in µM for titrated hits | actives 0.39% (n = 320,000); in the data active means a potency from the dose series; inconclusive means inhibition mostly from about 82% at the one dose, without a potency; inactive means the rest, 99 in 100 with inhibition below about 76%;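 further: plate controls were DMSO cells for no effect and high antibiotic wells for full effect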
inhibitors of VEEV = inhibitors of VEEV TC-83 cytopathic effect, confirmation, Vero cells (AID 588727). Vero cells, VEEV TC-83 cytopathic effect inhibition; higher % means a stronger effect. inhibition, % at 20 µM; hits with a dose series show IC50 in µM. actives 0.13% (n = 350,000); in the data active means a potency from the dose series; inconclusive means inhibition mostly from about 14% at the one dose, without a potency; inactive means the rest, 99 in 100 with inhibition below about 12%; further: strong numbers were not always called active
inhibitors of VEEV 10K pilot screen = also measured in inhibitors of VEEV; calls as there; inhibition, %; measured here: 10K pilot screen inhibition
Numbers without * were called inactive; i = inactive; u = inconclusive; x = not tested or not shown. Rows were taken by chance; any-hit rate near 1.6%.

SMILES | influenza NS1A | M. tuberculosis HTS | Salmonella PhoP GFP | tuberculosis growth | inhibitors of VEEV | others
Cc1cccn2c(=O)c(/C=C(\C#N)C(=O)NC3CCS(=O)(=O)C3)c(Oc3ccccc3Cl)nc12 (stereo not drawn) | 8% | 6% | -6% | -31% | 11%
CCN(CC)c1ccc(/C=N/N2CCN(Cc3cccc4ccccc34)CC2)c(O)c1 | 4% | 39% | -2% | 15% | i
CC(=Nc1ccc(F)cc1)c1c(O)n(C)c(=O)[nH]c1=O | -1% | 3% | -3% | 5% | i
COc1ccc(-c2nc3cc([N+](=O)[O-])ccc3o2)cc1OC | -2% | 5% | -21% | 7% | 2.6%
O=C1CCCc2nc3c(cc21)C(O)Oc1c-3ccc2ccccc12 (stereo not drawn) | -2% | 0% | -22% | 12% | 4.2%
O=C(Cn1c(-c2ccccn2)nc2ccccc21)N/N=C/c1ccccn1 | -17% | -2% | -10% | 17% | i
COC(CN(C(=O)CCl)C(C(=O)NC1CCCC(C)C1C)c1ccc(C)cc1)OC (stereo not drawn) | 4% | -1% | -3% | 52% | u
O=C(Nc1ccc(S(=O)(=O)Nc2ccccn2)cc1)c1ccccc1 | -3% | 0% | -15% | -8% | 0.2%
Cc1cc(C(=O)N/N=C/c2ccc(Br)o2)n[nH]1 | -2% | 3% | 0% | 10% | 10%
CC(NC(=O)CCN1C(=O)c2ccccc2S1(=O)=O)c1ccccc1 (stereo not drawn) | -9% | -5% | -4% | -19% | 3.6%
CC(C)(C)NC(=O)CSC(=Nc1ccc(F)cc1)NC#N | 0% | -3% | -10% | -2% | 3.0%
O=C1OCCC1Sc1nnc(-c2cccc(Br)c2)o1 (stereo not drawn) | 0% | -9% | 8% | -14% | i
O=C(CCS(=O)(=O)c1cc2c(cc1Cl)NC(=O)CO2)NCc1ccccc1 | 2% | 1% | 1% | -4% | 1.2%
O=C(COc1ccccc1)NCC(=O)N/N=C/c1ccc(Cl)cc1 | 10% | -7% | -12% | 0% | 1.6%
CC(=O)c1cccc(OCc2cc(C(=O)N3C[C@H]4CC[C@H]3C4)no2)c1 | 7% | -3% | 3% | 14% | 1.6%
CCNc1ccc(S(=O)(=O)NCCN(C)C)cc1[N+](=O)[O-] | 15% | 2% | 2% | -4% | 0.4%
CC(C)C(NC(=O)c1ccco1)C(=O)OCC(=O)Nc1ccc(C(N)=O)cc1 (stereo not drawn) | -2% | -6% | 12% | -3% | 0.6%
O=C(COC(=O)c1c[nH]c(=O)[nH]c1=O)Nc1ccccc1Br | -5% | -1% | 4% | -6% | 0.1%
O=S(=O)(Nc1ccc(F)cc1)N1CCOCC1 | -3% | -1% | 2% | 0% | 3.1%
Cc1ccc(NC(=O)/C(C#N)=N/Nc2ccc(C(=O)O)cc2)c(C)c1 | -8% | -9% | -1% | 10% | 1.8%
COc1cccc(N2CCN(S(=O)(=O)c3cc4c(cc3Cl)NC(=O)CO4)CC2)c1 | 29% | -5% | 6% | 4% | i
CC(C)[C@H](NC(=O)NCCc1ccc(F)cc1)C(=O)O | -12% | 1% | -26% | 5% | i
CCCn1c(N)c(N(CCOC)C(=O)c2ccc(F)cc2)c(=O)[nH]c1=O | 2% | 2% | -11% | -12% | 0.9%
Cc1ccc(NS(=O)(=O)c2ccc(C)c(NC(=O)COc3ccccc3)c2)c(C)c1 | -8% | 0% | -4% | -5% | i
COC(=O)c1ccc(Oc2c(C)oc3cc(OCc4cnn(-c5ccccc5)c4)ccc3c2=O)cc1 | 2% | 7% | -2% | -9% | 0.5%
(continued)
SMILES | influenza NS1A | M. tuberculosis HTS | Salmonella PhoP GFP | tuberculosis growth | inhibitors of VEEV | others
CCC(=O)NCCc1nc2ccccc2n1CC(=O)c1ccccc1 | 6% | -5% | -2% | -6% | 0.1%
COc1ccc2c(C)cc(=S)[nH]c2c1 | -5% | x | x | x | 0.9%
CCCCNC(=O)c1onc(CSc2nc3ccccc3[nH]2)c1C(=O)NCCCC | -18% | -3% | 3% | 26% | 10%
COC(=O)c1ccccc1NC(=O)c1ccc2nccnc2c1 | -2% | -3% | -3% | 16% | 8.2%
O=C(CN1C(=O)CS/C1=C\c1nc(-c2ccc(Cl)cc2)cs1)Nc1cccnc1Cl | 17% | 13% | -26% | 4% | 2.3%
O=C(Nc1ccc(Cl)cc1)Nc1nnc(SCc2ccccc2)s1 | -5% | 1% | 2% | 19% | 1.1%
CN1CC(C#N)C2(O)c3ccccc3CCC2C1 (stereo not drawn) | -3% | -10% | -4% | -3% | i
CC1Cc2ccccc2N1C(=O)c1nn(C)cc1Br (stereo not drawn) | 2% | 4% | -9% | 9% | 0.2%
O=C1C2C3CCC(O3)C2C(=O)N1c1cccc(O)c1 (stereo not drawn) | -2% | -8% | 1% | -19% | i
CCS(=O)(=O)N1CCC(C(=O)N2CCN(Cc3ccccc3)CC2)CC1 | 2% | 1% | 5% | 9% | 0.5%
Cc1ccc(C)c(NC(=O)CN2C(=O)NC(CCc3ccccc3)C2=O)c1 (stereo not drawn) | -14% | 2% | x | 6% | i
Oc1c(C=Nc2cccc3nsnc23)ccc2ccccc12 | x | -13% | 5% | 39% | x
O=C(N/C=N/OCc1ccc(Cl)cc1Cl)NOCc1c(Cl)cccc1Cl | -14% | -1% | -19% | 1% | 4.1%
CCOC(=O)CSC1=C(C#N)C(c2ccccc2OCC)C(C#N)C(=O)N1 (stereo not drawn) | -2% | 7% | -9% | 21% | 0.4%
O=C(Nc1ccncc1)C1CCN(S(=O)(=O)c2ccc(Cl)c(C(F)(F)F)c2)CC1 | 1% | 22% | x | 44% | 1.5%
CC[C@]12C(=O)N(C)C[C@H]([C@@H]3C(=O)N(C)C(=O)[C@@H]31)N2C(=O)c1ccc(Br)cc1 | -3% | x | x | x | 0.6%
Cc1cc(=O)[nH]c2[nH][nH]c(=O)c12 | 7% | x | x | x | 0.9%
COC(=O)C1=NN(C(=O)c2ccc(Br)cc2)C(O)(C(C)(C)C)C1 (stereo not drawn) | 3% | x | x | x | i
COc1cc2c(cc1OC)C(=O)N1[C@H]3c4ccccc4OC[C@@H]3[C@H](c3ccccc3)[C@]1(C)C(=O)N2 | 10% | u | -13% | 58% | 0.9% | inhibitors of VEEV 10K pilot screen=4.0
Cc1nn(C)cc1/C=C1\CCC/C(=C\c2cn(C)nc2C)C1=O | 2% | -9% | -3% | x | 3.3% | inhibitors of VEEV 10K pilot screen=4.5
COc1ccc2c(-c3ccccc3)cc3nnnn3c2c1 | -3% | 11% | -9% | -13% | 1.1%
COc1ccccc1NS(=O)(=O)c1cn(C)cn1 | 4% | -6% | 9% | 1% | 0.4%
OCc1ccc(N=Nc2ccccc2)cc1 | 4% | -3% | 8% | 21% | 2.1%
O=C(N1CCN(CCO)CC1)N1c2ccccc2C=Cc2ccccc21 | -8% | -1% | -1% | -6% | 2.6%
COc1ccc(S(=O)(=O)N(C)CC(=O)NCCC2=CCCCC2)cc1C | -8% | -14% | 2% | 14% | i

Six entries drawn at random from those above, as already listed:
SMILES | influenza NS1A | M. tuberculosis HTS | Salmonella PhoP GFP | tuberculosis growth | inhibitors of VEEV | others
CC1Cc2ccccc2N1C(=O)c1nn(C)cc1Br (stereo not drawn) | 2% | 4% | -9% | 9% | 0.2%
CN1CC(C#N)C2(O)c3ccccc3CCC2C1 (stereo not drawn) | -3% | -10% | -4% | -3% | i
CC(=Nc1ccc(F)cc1)c1c(O)n(C)c(=O)[nH]c1=O | -1% | 3% | -3% | 5% | i
O=C(CCS(=O)(=O)c1cc2c(cc1Cl)NC(=O)CO2)NCc1ccccc1 | 2% | 1% | 1% | -4% | 1.2%
Cc1ccc(NC(=O)/C(C#N)=N/Nc2ccc(C(=O)O)cc2)c(C)c1 | -8% | -9% | -1% | 10% | 1.8%
O=C(N1CCN(CCO)CC1)N1c2ccccc2C=Cc2ccccc21 | -8% | -1% | -1% | -6% | 2.6%

Next part
SMILES | influenza NS1A | M. tuberculosis HTS | Salmonella PhoP GFP | tuberculosis growth | inhibitors of VEEV | others
CC(=O)Nc1ccc(S(=O)(=O)N(C)CC(=O)Nc2ccccc2N2CCOCC2)cc1 | 6% | 3% | 1% | -9% | i
CCCCN(CC(=O)Nc1c(C)cccc1CC)C(=O)SCC | -7% | 4% | 3% | 5% | 2.2%
CNC(=O)N1c2ccccc2C=Cc2ccccc21 | -18% | -4% | -7% | -14% | 1.3%
COc1cc2c(cc1OC)-c1cc(N3CCCc4ccccc43)nc(=O)n1CC2 | -5% | 52% | 9% | 17% | 2.2%
Cc1ccc(S(=O)(=O)NC(=O)Nc2ccccc2F)cc1 | 17% | -4% | -9% | 1% | i
Cc1cc(-c2n[nH]c(=S)n2Cc2ccco2)n(C)n1 | 3% | -4% | -18% | 2% | i
O=C(Nc1ccccc1)N1CCC(C(=O)N2CCCC(C(F)(F)F)C2)CC1 (stereo not drawn) | 18% | -5% | -11% | -10% | 8.7%
CC(C)c1nc2n[nH]c(N)c2c2c1CSC(C)(C)C2 | -3% | 4% | 12% | 11% | 7.0%
CSc1nc(N)nc2c1ncn2CC(=O)NCc1ccc2c(c1)OCO2 | -4% | 6% | x | -14% | 0.6%
CCN(C(=S)Nc1ccc(C(C)=O)cc1)C1CCCCC1 | -5% | 0% | 2% | 31% | 2.3%
CCOC(=O)CC(NC(=O)c1ccc(C)cc1)c1ccc(C)cc1 (stereo not drawn) | 2% | -4% | -3% | -1% | i
CCSc1nc(=O)n(-c2ccccc2)c(C)c1C(C)=S | 1% | 12% | -8% | 23% | 1.3%
Cc1ccc(C2C(C(=O)O)c3ccccc3C(=O)N2C)c(C)c1 (stereo not drawn) | -3% | 5% | -1% | 4% | 0.3%
CSc1nnc(Cn2c(=O)sc3ccccc32)n1-c1ccccc1 | 5% | 2% | 2% | 5% | 0.5%
CN(CC(=O)Nc1ccc(F)cc1)c1ccc(S(=O)(=O)N2CCCC2)cn1 | 4% | -2% | 7% | 4% | 0.1%
COc1ccc(N=Nc2ccc(O)c(P(=O)(c3ccccc3)c3ccccc3)c2)cc1 | -14% | -3% | 13% | -13% | 4.9%
CCOC(=O)c1ccc(NC(=O)c2nc[nH]c2C(=O)N2CCc3ccccc3C2)cc1 | -23% | 2% | -47% | 15% | 9.4%
COc1ccc(CN2CCNC(=O)C2CC(=O)NC2CC(C)(C)CC(C)(C)C2)cc1OC (stereo not drawn) | 4% | 6% | -5% | 47% | i
Cc1ccc(C(=C2C3C=CC2C2C(=O)NC(=O)C32)c2ccc(C)cc2)cc1 (stereo not drawn) | -2% | -5% | -8% | -12% | i
O=C(c1cnccn1)N(c1ccccc1)C1(C(=O)NC2CCCCC2)CCCCC1 | 11% | -12% | 7% | -6% | 1.1%
CN(C)c1ccc(NC(=S)c2ccccn2)cc1 | 28µM* | 38% | -4% | u | 1.2%
Cc1ccc(C2CC(c3ccc(Br)cc3)=NN2C(=O)CSC2=NN3CCCC(=O)N=C3S2)cc1 (stereo not drawn) | 10% | -6% | 6% | 14% | 4.2%

Molecules from the list above containing a COOH group:
SMILES | influenza NS1A | M. tuberculosis HTS | Salmonella PhoP GFP | tuberculosis growth | inhibitors of VEEV | others
Cc1ccc(NC(=O)/C(C#N)=N/Nc2ccc(C(=O)O)cc2)c(C)c1 | -8% | -9% | -1% | 10% | 1.8%
CC(C)[C@H](NC(=O)NCCc1ccc(F)cc1)C(=O)O | -12% | 1% | -26% | 5% | i
Cc1ccc(C2C(C(=O)O)c3ccccc3C(=O)N2C)c(C)c1 (stereo not drawn) | -3% | 5% | -1% | 4% | 0.3%
